Compound activity (PubChem BioAssay)
human PMI inhibition = MPI enzyme activity inhibition – biochemical, fluorescence intensity, coupled assay, primary screen (AID 1209); purified PMI enzyme, coupled fluorescence intensity; higher % means a stronger effect; inhibition, % at 20 µM, or IC50 in µM where a hit was titrated; 190,000 compounds, 0.42% hits; in the data active means inhibition above about 50%;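 further: plate controls were DMSO vehicle for no effect and wells lacking substrate for full effect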
Dynein cargo inh = blocks dynein driven cargo transport along microtubules; z-score, hits read low; AID 1381; 220,000 compounds, 0.47% hits; 3617.4 mouse cells, GR-EGFP nuclear translocation imaging; test concentration mostly 20 µM; stimulated with dexamethasone, 1 µM; active compounds read low;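 active means plate z-score of nuclear minus cytoplasmic receptor signal below a set negative limit, without overly bright fluorescence or cell loss, cut at about -3.5 in these data, passing the limit was not always enough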;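 further: z-score of nuclear minus cytoplasmic ring GR-EGFP intensity difference per well; some compounds called inactive have numbers as strong as hits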
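Buffer or medium – tet-free medium with charcoal-stripped serum · Signal – automated 10x imaging of fixed Hoechst-stained cells · Also added – dexamethasone agonist, 1.0 µM final, for 30 min · Incubation – induction 48 h, compound 1 h, agonist 30 min · Read-out – GR-EGFP nuclear translocation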
TNAP activators = stimulation of alkaline phosphatase TNAP activity – biochemical, luminescent, no phosphate acceptor, uHTS, primary screen (AID 1001). purified TNAP, luminescent activation assay, no phosphate acceptor; higher activation fold means a stronger effect. activation fold at 20 µM; hits with a dose series show EC50 in µM. 200,000 compounds, 0.03% hits; in the data active means activation fold from about 3, or a potency from the dose series; inactive means the rest, 99 in 100 with activation fold below about 1.6; further: many of its hits are not listed in these tables
T cell modulator = modulates CD8 T cell binding to vesicles; 2C CD8+ T cell-vesicle binding, flow cytometry; active compounds read low; calls only at 7 µM; 330,000 compounds, 0.068% hits;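 active means response, share of CD8 T cells binding vesicles, and their 90th percentile fluorescence all below set limits, cut at about 80% in these data, passing the limit was not always enough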
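Material: 2C TCR transgenic mouse naive CD8+ T cells, MACS-purified. Also added: QL9-charged Drosophila Ld/ICAM-1/B7-1 vesicles. Timing: binding 1.5 h at 37 °C. Measured by: high-throughput flow cytometry with anti-B7-1 and anti-CD8 staining. Read-out: percent CD8+ FL2 mean versus row control. Controls: Unloaded micro-vesicles (low), QL9 vesicles with 0.7% DMSO (high).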
Hep lipid drop = hepatic lipid droplet formation modulation; inhibition, % at 6.5 µM; 240,000 compounds, 0.4% hits; AML12 mouse hepatocytes, oleate lipid droplets, BODIPY imaging; AID 1656;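 active means lipid droplet intensity inhibited by at least 50%, with more than 500 cells counted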
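System: AML12 hepatocytes (mouse). Probe or stimulus: oleic acid at 100 µM to induce lipid droplet formation. Times: overnight treatment with compound plus oleate. Detection: Image-based BODIPY and DAPI two-channel analysis. Evaluation: percent inhibition of filter-corrected integrated lipid droplet intensity per well.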
MT stabilizer = stabilizes microtubules in HeLa cells | % tubulin-high responders, % at 10 µM | HeLa tubulin immunostaining HCS, 24 h; share of cells brighter than vehicle mean+2SD | 200,000 compounds, 0.83% hits;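 active means plate Z-score above 3 for both tubulin-high and condensed-nucleus cell shares, with cell loss under 80%, at 10 µM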;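 further: anti alpha tubulin signal scored within the nucleus-defined area of each cell; some results filed as inactive read as strong as hits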
Myeloid diff 2 = promotes myeloid progenitor differentiation; ER-HoxA9 myeloid progenitors, lysozyme-GFP differentiation, flow cytometry; AID 624256; 360,000 compounds, 1% hits; calls only at 10 µM;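 active means normalized GFP-positive differentiation at or above the plate's own cutoff, the solvent-only control mean plus 3 SD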;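 further: cells exposed to compound for four days before flow analysis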
Insulin prom up = MIN6 insulin promoter up-regulation; MIN6 insulin promoter-GFP reporter, high-content imaging; active compounds read high; z-score at 5 µM; 190,000 compounds, 0.3% hits;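 active means z-score above 3 at 5 µM with at least 500 cells counted in the well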
bCat nuc transl = alters nuclear translocation of beta-catenin in HeLa cells; immunofluorescence imaging; 190,000 compounds, 0.3% hits; nuclear translocation activity, % at 5 µM;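 active means nuclear translocation activity above 50% at 5 µM, with a well cell count of 50 or more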;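 further: per-cell ratio of nuclear to cytoplasmic median beta-catenin stain intensity; plate controls were DMSO negative control for no effect and GSK-3 inhibitor IX positive control for full effect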
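Assay system: human HeLa cells, native beta-catenin; doses: 5 µM primary, 0.02–20 µM confirmation; incubation: compound treatment 24 h, 37°C, 5% CO2; technique: fluorescence imaging of beta-catenin antibody stain plus DAPI; measure: % activation, nuclear-to-cytoplasmic median beta-catenin signal ratio per cell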
Dynein cargo inh cytoplasmic EGFP = also measured in Dynein cargo inh; calls as there; z-score; measured here: cytoplasmic GR-EGFP intensity; active compounds read high
Dynein cargo inh nuclear GR-EGFP = further read-out of Dynein cargo inh, marked with its call; z-score; measured here: nuclear GR-EGFP intensity;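 lower value marks the stronger effect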
Dynein cargo inh cell count = also measured in Dynein cargo inh; calls as there; z-score; measured here: cell count per field
Insulin prom up cell count = recorded beside Insulin prom up, whose call it bears; cell count; measured here: cytotoxicity, nuclei count;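 total cells summed across four imaged fields per well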
Hep lipid drop cells 6.5 µM = recorded beside Hep lipid drop, whose call it bears; cell count; measured here: cell count, cytotoxicity flag;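 cells counted across two imaged fields per well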
bCat nuc transl cell count 5 µM = recorded beside bCat nuc transl, whose call it bears; cell count; measured here: cell count, cytotoxicity flag
T cell modulator vesicle-bound % = second read-out of T cell modulator, no call of its own (marks repeat the call); double positive events, %; measured here: CD8+ vesicle-bound cell fraction;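 binding gate set so that unloaded-vesicle control wells show 10% double positive cells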
MT stabilizer Hoechst-high % = recorded beside MT stabilizer, whose call it bears; % Hoechst-high responders; measured here: nuclear condensation Hoechst responders;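 share of cells brighter than vehicle mean plus two SD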
MT stabilizer cytotoxicity % = recorded beside MT stabilizer, whose call it bears; toxicity, %; measured here: cytotoxicity by cell density;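 0% = mean cell density of plate MIN control wells and 100% = no cells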
Myeloid diff 2 GFP+ MAC1+ % = further read-out of Myeloid diff 2, marked with its call; GFP+ MAC1+ double positive, %; measured here: differentiation confirmed by MAC1 staining
Numbers without * were called inactive; i = inactive; / = no result given; + = active, no number.

Each structure is followed by: human PMI inhibition, Dynein cargo inh, Dynein cargo inh cytoplasmic EGFP, Dynein cargo inh nuclear GR-EGFP, Dynein cargo inh cell count, TNAP activators, T cell modulator, T cell modulator vesicle-bound %, Hep lipid drop, Hep lipid drop cells 6.5 µM, MT stabilizer, MT stabilizer Hoechst-high %, MT stabilizer cytotoxicity %, Myeloid diff 2, Myeloid diff 2 GFP+ MAC1+ %, Insulin prom up, Insulin prom up cell count, bCat nuc transl, bCat nuc transl cell count 5 µM
- Cc1cc(C(=O)CSc2nc(N)cc(=O)[nH]2)c(C)n1Cc1ccco1
    /, 2, -0.16, 2.05, -1.73, /, i, 25.9, -7.2, 694, /, /, /, i, 1.1, -1.83, 753, 3.0, 1229
- N#Cc1c(Nc2cccc(F)c2)sc2c(O)cc(=O)[nH]c12
    3.4%, -0.489, -0.325, 0.0606, 0.931, 1.1, i, 51.8, 2.2, 671, 0.1, 1.7, 2.3, i, 0.3, -0.41, 1111, -0.4, 1115
- CN(C(=O)CSc1nnc(C(F)(F)F)n1N)C1CCS(=O)(=O)C1 (stereo not drawn)
    /, 1.33, -0.176, 1.17, -1.34, /, i, 26.1, -1.0, 734, /, /, /, i, 0.5, -0.04, 974, 0.8, 1314
- O=C(C1CCCO1)N1CCN(C(c2ccccc2)c2ccccc2)CC1 (stereo not drawn)
    -0.7%, -1.09, -0.179, -0.161, -0.2, 1, i, 46.0, 0.8, 746, 1.7, 1.3, 6.2, i, 1.4, 0.63, 1246, /, /
- Cc1cnc(C(=O)Nc2nnc(C3CC3)s2)cn1
    4.0%, 0.388, -0.126, 1.15, -0.386, 1.1, i, 25.0, /, /, 3.1, 2.1, 4.1, i, 1.4, 0.96, 1431, -5.2, 1395
- Cc1ccc(-c2nnn(CC(=O)Nc3nnc(C(C)C)s3)n2)cc1
    16.0%, 0.664, -0.315, -0.274, -0.544, 1.1, i, 32.1, -1.7, 729, 2.8, 1.8, 5.6, i, 0.3, 0.01, 1381, -0.2, 1034
- NC(=O)c1nnn(-c2ccccc2)c1N
    /, 0.522, -0.292, 0.578, -0.217, 1.1, i, 38.5, -0.2, 656, /, /, /, i, 0.4, /, /, -0.6, 1519
- CC1(C)Oc2ccc(NC(=O)C3COc4ccccc4O3)cc2O1 (stereo not drawn)
    -0.7%, -1.47, -0.215, -0.572, 1.22, 1.1, i, 22.6, /, /, 2.5, 2.5, 3.6, i, 0.6, /, /, -1.5, 728
- O=C(CNC(=O)/C(=C\c1ccc(F)cc1)NC(=O)c1ccccc1)OCc1ccccc1
    2.3%, -0.022, -0.172, -0.0665, -0.745, 1.1, i, 30.5, /, /, 1.8, 1.7, 7.2, i, 0.6, -0.41, 1519, -2.9, 1388
- CCOC(=O)N1CCN(C(=O)CN(c2ccc(Oc3ccccc3)cc2)S(C)(=O)=O)CC1
    -5.9%, -1.21, -0.464, -0.468, 0.267, 1, i, 37.3, /, /, 2.1, 3.9, 19.1, i, 0.6, -2.88, 1063, -0.2, 1145
- CCC(CC)NC(=O)COC(=O)CCC(=O)c1ccc(Cl)cc1
    -1.0%, 1.16, -0.205, 0.503, 0.232, 1, i, 45.2, 31.6, 701, 2.8, 2.5, 2.4, i, 1.1, 0.63, 1301, -3.3, 1027
- Cc1nc(=O)c(-c2ccccc2)c(C)n1CCO
    6.5%, 1.74, -0.241, -0.486, -0.374, 1, i, 20.9, /, /, 2.7, 1.6, 3.8, i, 0.9, -0.29, 1440, 1.2, 1410
- Cc1ccc(/C=C2/NC(=O)N(Cc3ccccc3F)C2=O)o1
    -6.1%, -0.574, -0.211, -0.295, 0.305, 1.1, i, 49.2, 2.0, 667, 3.4, 3.9, 9.9, i, 0.1, -0.3, 1556, -0.2, 1119
- O=C(OCC(=O)c1cccs1)c1ccccc1
    -2.6%, -0.814, -0.165, -0.245, 0.36, 1.2, i, 41.7, /, /, 2.9, 1.8, 7.1, i, 0.5, 1.04, 1064, -2.5, 788
- COc1ccc(/C=C/c2nc(N)nc(-c3ccccc3O)n2)cc1OC
    18.4%, 0.0925, -0.26, -0.151, 0.544, 1.3, i, 22.1, -5.0, 397, 2.4, 2.6, 8.7, i, 0.4, -2.01, 1090, -1.8, 999
- N=c1sccn1CC(=O)Nc1cccc(Oc2ccccc2)c1
    0.2%, -0.282, 0.328, -0.144, -0.249, 1.1, i, 34.6, /, /, 2.0, 2.5, 13.8, i, 1.4, 2.67, 1612, 1.8, 1421
- O=C(CSc1ncnc2ccccc12)Nc1cccc(S(=O)(=O)N2CCOCC2)c1
    13.9%, 0.064, -0.327, 0.692, 0.383, 1, i, 58.1, 5.7, 642, 3.6, 2.0, 1.8, i, 0.2, 1.58, 1308, -1.0, 1078
- Cc1cc(=O)oc2cc(OCCSCCN3CCCC3)ccc12
    /, -0.965, -0.187, -0.417, 1.13, /, i, 50.9, 3.8, 694, /, /, /, i, 0.2, 0.02, 1531, -1.5, 1110
- Cn1c(-c2cccs2)[n+](C)c2ccccc21
    3.8%, -0.0677, -0.206, -0.144, -0.385, 1, i, 29.9, 19.0, 679, 1.9, 2.7, 3.9, i, 1.1, -0.47, 1126, -2.9, 1118
- Cn1nc(C(F)(F)F)c(C(=O)Nc2cccc(C(F)(F)F)c2)c1SCc1ccc(Cl)cc1
    19.6%, /, /, /, /, 1.1, i, 14.4, /, /, 1.5, 1.4, 9.7, i, 0.6, /, /, /, /
- COc1ccc(Cl)cc1N1C(=O)C2CCCN2C1c1ccc(F)c(F)c1 (stereo not drawn)
    -4.7%, 0.278, -0.151, 0.263, 0.134, 1.1, i, 53.9, /, /, 1.2, 2.7, 6.3, i, 0.6, 0.62, 969, /, /
- O=C(NCC1COc2ccccc2O1)c1ccc(NC(=O)c2ccco2)cc1 (stereo not drawn)
    4.7%, 3.15, -0.0573, 2.45, -2.23, 1.1, i, 16.8, 1.5, 702, 4.6, 2.7, 5.3, i, 1.3, -0.49, 1299, /, /
- CCC(C)(C)NC(=O)C(c1ccccc1F)N(C(=O)c1ccn[nH]1)c1ccccc1 (stereo not drawn)
    4.1%, -0.76, -0.274, -0.614, 1.84, 1.3, i, 57.9, 8.9, 752, 5.3, 2.4, 6.6, i, 1.1, -0.62, 1140, 0.6, 993
- CCN(CC(=O)NC(C)C)Cc1nc2c(Br)cc(Br)cc2c(=O)[nH]1
    /, -0.893, -0.181, -0.384, 0.0123, /, i, 16.0, -5.3, 694, /, /, /, i, 0.4, -0.17, 1465, -1.5, 1163
- O=C1c2ccc(Oc3ccc4c(c3)C(=O)N(CCCO)C4=O)cc2C(=O)N1CCCO
    5.6%, -0.431, -0.143, -0.273, 0.747, 1.1, i, 27.2, -0.1, 695, 2.1, 2.0, 3.7, i, 0.8, 0.96, 1271, -6.4, 1216
- CCOc1ccc(C(Nc2cccnc2)c2cc(Cl)c3cccnc3c2O)cc1 (stereo not drawn)
    16.1%, -0.898, -0.179, -0.421, 0.567, 1.1, i, 28.8, 18.8, 722, 3.4, 3.0, 20.4, +, /, 0.41, 1319, 0.0, 1055
- Brc1nnc2n1-c1ccccc1Sc1ccccc1-2
    -13.1%, 0.397, -0.221, 0.648, -1.07, 1.1, i, 28.9, -9.8, 726, 4.9, 2.3, 5.2, i, 0.6, /, /, 0.1, 501
- O=C(CSCc1ccco1)Nc1cc(C(F)(F)F)ccc1N1CCOCC1
    7.7%, -0.324, -0.281, -0.112, -0.424, 1.2, i, 12.1, /, /, 3.5, 2.6, 2.4, i, 1.1, 0.54, 1138, -3.6, 1140
- CCOc1ccc(CN2CCNC(=O)C2CC(=O)NCc2ccccn2)cc1 (stereo not drawn)
    -5.9%, -0.942, -0.288, -0.459, 0.669, 1.1, i, 54.3, -2.8, 644, 2.8, 2.2, 7.4, i, 0.1, -0.36, 1319, -2.3, 1210
- COc1cc(C)c(-c2cc(C(=O)O)c(C)o2)cc1C(C)C
    6.7%, 1.2, -0.285, 0.586, -0.106, 1.1, i, 34.0, -2.8, 734, 1.2, 1.6, 1.1, i, 1.3, 0.18, 1014, 0.2, 999
- CCCCCCNC(=O)c1cc(-c2ccco2)nc2ccccc12
    -6.3%, -0.436, -0.243, -0.145, 0.56, 1, i, 5.4, -56.5, 647, 4.7, 2.2, 6.4, i, 0.9, -1.15, 507, 3.3, 1049
- CC(C)CN1CCC(=O)N([C@H](CSc2ccc(Br)cc2)c2ccccc2)CC1
    /, -0.144, -0.493, -0.093, -0.722, /, i, 43.5, -2.4, 732, /, /, /, i, 2.1, /, /, -2.3, 1169
- Cc1cc2oc(=O)cc(COC(=O)Cn3cnnn3)c2cc1C(C)C
    3.8%, -0.342, -0.199, 0.0516, -1.02, 1.1, i, 8.6, -1.4, 738, 1.6, 1.3, 3.1, i, 2.2, /, /, 0.2, 1159
- CCS(=O)(=O)N1CCN(C2CCC(c3ccccc3)CC2)CC1 (stereo not drawn)
    2.7%, 0.363, -0.0703, 0.781, -1.79, 1.1, i, 5.6, /, /, 4.3, 2.6, 9.4, i, 9.9, -1.35, 1171, 2.5, 710
- COC(=O)c1ccccc1NC(=O)c1c(O)c2c([nH]c1=O)CCCC2
    -7.8%, -0.796, -0.194, 0.142, 0.36, 1, i, 11.8, 10.0, 711, 5.0, 2.3, 6.5, i, 1.5, 0.8, 1050, 3.4, 1115
